H9c2 TAG inh – reduces triacylglycerol accumulation in H9c2 cells | Nile Red lipid (TAG) fluorescence; cells loaded with 200 µM oleic acid | inhibition, % at 12.5 µM | hit rate 0.66% among 230,000;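 active = pattern-corrected inhibition of lipid staining of at least 50% with the nuclear-stain viability signal not falling by more than 50%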;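 note: 0% = DMSO wells and 100% = triacsin C control wells; some results filed as inactive read as strong as hits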
H9c2 TAG inh DAPI viability – recorded beside H9c2 TAG inh, whose call it bears; DAPI nuclei signal change (viability), lower = more cytotoxic, %;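 whole-well DAPI fluorescence read on a plate reader as a viability signal; minus 50 percent equals half of cells still viable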
Active calls of the source: *; & = joins results of further samples.

A first look (two entries):
cpd	compound	H9c2 TAG inh	H9c2 TAG inh DAPI viability
1	CN1CCCC1CCNS(=O)(=O)c1ccc(Br)cc1 (stereo not drawn)	-6	3
2	O=C1OC2(c3ccccc31)c1ccccc1-c1ccccc12	-35	0

Main list (from the top)
cpd	compound	H9c2 TAG inh	H9c2 TAG inh DAPI viability
1	CN1CCCC1CCNS(=O)(=O)c1ccc(Br)cc1 (stereo not drawn)	-6	3
2	O=C1OC2(c3ccccc31)c1ccccc1-c1ccccc12	-35	0
3	COC(=O)CCC(=O)N(C)CC1CCCN(CCc2cccc(C(F)(F)F)c2)C1 (stereo not drawn)	-4	-4
4	COC(=O)c1ccc(S(=O)(=O)NCc2ccco2)o1	-5	3
5	CC1CN(Cc2ccccc2)c2nc3c(c(=O)[nH]c(=O)n3C)n2C1 (stereo not drawn)	-30	-4
6	CC1=CC(C)(C)N(C(=O)CN2C(=O)CCC2=O)c2ccccc21	2	-9
7	CCCc1nc2sc3c(c2c(=O)n1NC(=O)CCC(=O)OC)CCCC3	2	-3
8	O=[N+]([O-])c1ccc(NN=Cc2cccc3ccccc23)cc1	2	1
9	CCOC(=O)c1[nH]c(C)c(CN(Cc2ccco2)C(=O)C(F)(F)F)c1C	16	-11
10	O=C(Cc1ccc(Cl)cc1)NCC(=O)N1CCCCC1	5	-8
11	O=S1(=O)CCOCCCN1Cc1cccc(F)c1	4	-5
12	CC(C)C[C@H]1CN([C@@H](CC(C)C)CN2CCC[C@@H]2CN2C(=O)C(=O)NC[C@@H]2Cc2ccccc2)C(=O)C(=O)N1CCc1ccccc1	4	17
13	O=C(COc1ccccc1)Nc1ccc(CN2CCCCC2)cc1	-28	-2
14	CN(c1ccc(C(=O)NCc2cccnc2)cc1)S(=O)(=O)c1ccc(Cl)cc1	-15	2
15	CC1(C)CC2(C)OCCN2C(=S)N1 (stereo not drawn)	-3&-2	-1&-1
16	CC1CCCC(NC(=O)C2CCC(CNc3c(N4CCCCC4)c(=O)c3=O)CC2)C1C (stereo not drawn)	6	-1
17	CN1C(=O)[C@H]2[C@@H](c3ccc(C(F)(F)F)cc3)N[C@]3(CCCN(Cc4cccn4C)C3=O)[C@H]2C1=O	-1	0
18	COc1cc(/C=C/C(=O)OCC(=O)Nc2ccc(S(N)(=O)=O)cc2)ccc1O	-5	3
19	CCN(c1ccc(OCC(=O)OCC(=O)c2c(N)n(C)c(=O)n(C)c2=O)cc1)S(=O)(=O)c1ccccc1	17	-2
20	COCCn1c(SCC(=O)c2ccc(Cl)cc2)nnc1C(C)C	-11	-2
21	CCN(C(=O)CO/N=C/c1ccc(OC)cc1OC)c1c(N)n(Cc2ccccc2)c(=O)[nH]c1=O	3	0
22	O=C(O)C1CCN(C(=O)CSc2nnc3ccccn23)CC1	-9	5
23	Cc1nc(N2CCN(c3ccccn3)CC2)c2c(C)c(C(=O)Nc3ccc(F)cc3)sc2n1	-18	-12
24	COc1cccc(CNc2nc(NC(C)C)nc3ccsc23)c1	-12	28
25	CCC[N+](CC#CCO)(CC#Cc1ccccc1)CCC	-6	-3
26	O=C(CN1C(=O)C2CCCCC2C1=O)Nc1nc(-c2ccc(F)cc2)cs1 (stereo not drawn)	-7	4
27	COc1ccccc1-c1nc2n(n1)C(c1cccs1)C(C(=O)Nc1cccnc1)=C(C)N2 (stereo not drawn)	-7	11
28	CC(=O)Cc1nsc(Nc2cccc(C)c2)n1	-20	-2
29	COc1cccc(NC(=O)c2c(C)cc(C)cc2CC(C)(C)C(=O)O)c1	-11	1
30	CCOC(=O)Nc1cc(C(=O)OC)cc(C(=O)OC)c1	-9	12
31	Cc1cc(C(=O)Nc2cccc(S(=O)(=O)N3CCCC3)c2)c2ccccc2n1	7	0
32	Cc1cc(NC(=O)COC(=O)c2ccccc2S(=O)(=O)N(C)c2ccccc2)no1	8	-7
33	CN(C)CCNC(=O)C1(C)Cc2c(-c3cccc(C(F)(F)F)c3)ccnc2O1 (stereo not drawn)	9	13
34	O=C1CCCC/C=C\C[C@H](CC(=O)N(CCO)Cc2ccccc2)C(=O)N[C@@H](c2ccccc2)CO1	-17	12
35	CSC1=N/C(=C\c2cccc(F)c2)C(=O)S1	-4	3
36	Cc1ccc(C)c(NC(=O)C2CCC(C)(C(=O)O)C2(C)C)c1 (stereo not drawn)	2	18
37	CC(C)Sc1nc(-c2ccccc2)cc(=O)[nH]1	2	3
38	CN(CCS(=O)(=O)c1ccc(Cl)cc1)Cc1cccnc1	0	-4
39	CC(=O)c1cccc(NC(=O)CCS(=O)(=O)c2ccc(Br)s2)c1	5	1
40	CCN(CC)S(=O)(=O)c1ccc(C(=O)OCCN2C(=O)CCC2=O)cc1	16	-4
41	CCNC(=O)C1(C)CCCN1Cc1ccccc1Cl (stereo not drawn)	2	-7
42	CCOC(=O)[C@H]1[C@H]2COc3cc(OC)ccc3[C@@H]2N2C(=O)CN(Cc3ccccc3)C(=O)[C@@]12C	24	-31
43	C=CCN1N=C(c2ccc(Cl)s2)CSC1=O	-6	-12
44	COc1ccc(NC(=O)CS(=O)c2cccc(Cl)c2)cc1 (stereo not drawn)	13	7
45	O=C(c1ccoc1)N1CCCC(N2CCN(c3ccc(F)cc3)CC2)C1 (stereo not drawn)	15	-6

Arranged by number of heavy atoms (smallest number first): some entries from above.
cpd	compound	H9c2 TAG inh	H9c2 TAG inh DAPI viability
43	C=CCN1N=C(c2ccc(Cl)s2)CSC1=O	-6	-12
39	CC(=O)c1cccc(NC(=O)CCS(=O)(=O)c2ccc(Br)s2)c1	5	1
33	CN(C)CCNC(=O)C1(C)Cc2c(-c3cccc(C(F)(F)F)c3)ccnc2O1 (stereo not drawn)	9	13

Record cards, as listed above:
`Cc1cc(C(=O)Nc2cccc(S(=O)(=O)N3CCCC3)c2)c2ccccc2n1` is entered as H9c2 TAG inh: 7; H9c2 TAG inh DAPI viability: 0
`O=C1CCCC/C=C\C[C@H](CC(=O)N(CCO)Cc2ccccc2)C(=O)N[C@@H](c2ccccc2)CO1` is entered as H9c2 TAG inh: -17; H9c2 TAG inh DAPI viability: 12

The list continues.
cpd	compound	H9c2 TAG inh	H9c2 TAG inh DAPI viability
46	COc1ccc(NC(=O)c2ccc(S(=O)(=O)N3CCOCC3)o2)cc1	0	-3
47	CC(=O)Cn1cnc2sc(-c3ccccc3)cc2c1=O	2	6
48	O=C(NNC(=O)c1ccc(-n2cncn2)c([N+](=O)[O-])c1)c1cccc(Cl)c1	-22	7
49	Cc1cccc2c1cnn2C(=O)CCC(=O)N1CCC(C)CC1	-9	7
50	CCNC(=O)N1CCCC(C(=O)c2ccc(-c3ccccc3)cc2)C1 (stereo not drawn)	1	-1
51	O=C(c1cccc(S(=O)(=O)Nc2ccccc2Cl)c1)N1CCN(c2ccccc2O)CC1	0	-9
52	O=C(NCC1CCCO1)C1CCN(S(=O)(=O)c2ccccc2)CC1 (stereo not drawn)	7	-9
53	Cc1ccc(C(=O)OCC(=O)Nc2cccc(S(=O)(=O)N3CCCCC3)c2)o1	2	0
54	COc1ccc(/C=C2\CCc3ccccc3C2=O)cc1CN1CCOCC1	-6	13
55	CCCc1c(O)nc(SCC(=O)O)[nH]c1=O	0	-3
56	Cc1nc2ccccc2n1CC(=O)NN	-13	5
57	C[C@@]12CCC3[C@@](CCC4[C@@]3(C)CCC[C@@]4(C)C(=O)O)(CC1=O)C2 (stereo partly drawn)	1	-5
58	O=C(NC(N1CCOCC1)C(Cl)(Cl)Cl)c1cc([N+](=O)[O-])cc([N+](=O)[O-])c1 (stereo not drawn)	6	3
59	CC1(C(=O)Nc2ccccc2Cc2ccccc2)CCN1CCc1ccccc1 (stereo not drawn)	-18	11
60	NCc1ccccc1	-4	-3
61	CCOC(=O)c1nnn(-c2ccc(OC)cc2)c1N	-7	-7
62	CC(Cc1ccccc1)NC(=O)CSc1nc2nc3c(cc2c(=O)n1-c1ccccc1)COC(C)(C)C3 (stereo not drawn)	19	-7
63	CC(=NNC(=S)Nc1cccc(C)c1)c1ccccn1	-33	-37
64	COC(=O)c1cn(NC(=O)c2ccc(F)cc2)c(=O)c2ccccc12	7	-6
65	Cn1c(=O)c(C(=O)c2ccc(S(C)(=O)=O)c(Cl)c2Cl)c(O)c2ccccc21	10	-2
66	O=S1(=O)CCN(Cc2cccnc2)CC1	13	-12
67	COc1cc(S(=O)(=O)n2nc(C)cc2C)ccc1Cl	1	-4
68	O=C(COc1ccc2ccccc2c1)NNC(=O)c1cccs1	-6	13
69	CC(=O)Oc1ccc2occ(/C=N/c3cc(=O)[nH]c(=S)[nH]3)c(=O)c2c1	-7	-2
70	COc1ccc(C2(c3ccc(OC)cc3)NC(=O)N(CC(=O)NC3(C#N)CCCCC3)C2=O)cc1	33	-1
71	Oc1c(C(Nc2ccccn2)c2ccccn2)ccc2cccnc12 (stereo not drawn)	-23	-24
72	Cc1ccc(S(=O)(=O)N2CCN(c3ccc(N4CCOCC4)nn3)CC2)cc1[N+](=O)[O-]	8	-4
73	CC12CCC(=O)N1C(C(=O)NCc1ccccc1Cl)CS2 (stereo not drawn)	-3	14
74	COC(=O)C1=C(C)NC(C)=C(C(=O)OC)C1C(=O)OCC(=O)N1CCCCC1C (stereo not drawn)	6	-7
75	COC(=O)c1ccc(CN(c2ccccc2OC)S(=O)(=O)c2cccs2)o1	-8	-1
76	CCOc1ccc(C2C3=C(CCCC3=O)Nc3ccc4ncccc4c32)cc1 (stereo not drawn)	-30	-4
77	O=C(CN1C(=O)NC2(CCCCCCC2)C1=O)NCc1ccccc1Cl	5	-2
78	O=C(Nc1ccc(Cl)c(S(=O)(=O)N2CCCC2)c1)c1nn(CCO)c(=O)c2ccccc12	7	3
79	CSc1ccc(S(=O)(=O)NCC(=O)OCC(=O)NCC2CCCO2)cc1[N+](=O)[O-] (stereo not drawn)	2	-2
80	COc1cc(-c2nc(CN3CCCCC3CCNC(C)=O)c(C)o2)ccc1F (stereo not drawn)	8	-1
81	CCOc1ccc(S(=O)(=O)c2ccc(C)cc2)c2c1no[n+]2[O-]	-39	1
82	Cc1cc(S(=O)(=O)NC(C)C)ccc1OCC(=O)Nc1ccc2c(c1)OCCO2	1	9
83	Cc1cc(N2CCC(N(C)C3CCCC3)CC2)nc2cc(O)ccc12	-1	50
84	COc1ccc2nc(C)cc(SCC(=O)OC(C)C)c2c1	-7	3
85	NNC(=O)CNS(=O)(=O)c1ccc([N+](=O)[O-])cc1	-18	7
86	CC(C)NS(=O)(=O)c1ccc2c3c(cccc13)CC2	-2	2
87	O=C(NCCc1ccc(Cl)cc1)C1CCN(S(=O)(=O)c2cccs2)CC1	2	-7
88	O=C(Nc1ccc2c(c1)nc1n2CCSC1)c1ccco1	-7	14
89	CC(C)NC(=S)N1CCN(C/C=C/c2ccccc2)CC1	25	-7
90	CCOc1ccccc1Nc1nc(N)nc(CN(C)C2CCCCC2)n1	-5	0
91	N/C(CC(=O)Nc1cccc(C(F)(F)F)c1)=N/O	8	-2
92	COc1ccc(Cl)cc1NC(=O)N1CCC(C)CC1	-5	2
93	OCC1OC(n2cnc3c(SCc4ccccc4)nc(NO)nc32)C(O)C1O (stereo not drawn)	-1	-7
94	O=C(O)CC1S/C(=N\N=C2CCCCCCC2)N(c2ccccc2)C1=O (stereo not drawn)	-4	2
95	O=C(Nc1nncs1)C1CC(=O)N(C2CCCC2)C1 (stereo not drawn)	-23	3
96	COc1ccccc1NS(=O)(=O)c1cccc(C(=O)N2CCN(C/C=C/c3ccccc3)CC2)c1	1	1
97	O=C(CNC(=O)c1ccc(Cl)cc1)OCc1nc2ccccc2s1	13	-6
98	CCN(CC)c1ccc(/C=N/N=C(N)N)c(O)c1	35	-18
99	C[C@H](CO)N1C[C@H](C)[C@@H](CN(C)Cc2ccncc2)Oc2ccc(NC(=O)CCCCCC(=O)Nc3ccccc3N)cc2C1=O	1	4
100	S=c1[nH]nc(CCc2nc3ccccc3[nH]2)n1-c1cccc(Cl)c1	-1	5
101	O=c1c2cc(NC(=S)NCCCN3CCC(Cc4ccccc4)CC3)ccc2nc2n1CCCCC2	26	22
102	CC(C)C[C@H]1COCCS(=O)(=O)N1Cc1cccc(C(F)(F)F)c1	4	0
103	COc1ccccc1NC(=O)Nc1nnc([C@@H]2C[C@H](O)[C@@H](CO)O2)s1	11	3
104	CC(C)(C)c1nc2c(s1)CCc1onc(-c3ccc(Cl)cc3)c1-2	3	6
105	Cc1c(-c2cccc(NC(=O)c3ccco3)c2)nc2ncccn12	10	16

New compounds follow
cpd	compound	H9c2 TAG inh	H9c2 TAG inh DAPI viability
106	CN(CCC#N)C(=O)COC(=O)c1cccnc1Nc1ccccc1F	9	-15
107	COc1ccc(/C=C/CN2CCC(C(=O)NC(c3ccc(F)cc3)c3ccc4ccccc4n3)CC2)cc1 (stereo not drawn)	21	9
108	CC(C)c1nc(-c2ccccc2)c(-c2ccccc2)[nH]1	-11	1
109	Cc1ccc(CNC(=O)C2CC(c3cc(C(F)(F)F)cc(C(F)(F)F)c3)=NO2)o1 (stereo not drawn)	-1	0
110	CC(C)CC(NC(=O)CCl)c1ccccc1 (stereo not drawn)	-6	7
111	O=C(NC1CCSc2ccccc21)c1ccc(F)c(S(=O)(=O)N2CCOCC2)c1 (stereo not drawn)	8	-4
112	Cc1cc(C)cc(NC(=O)c2cc(S(=O)(=O)N3CCCC3)cn2C)c1	-4	4
113	O=C(c1ccc(Br)s1)N1CCc2ccccc2C1	-22	9

Source: PubChem (Sanford-Burnham Center for Chemical Genomics)

The list is partial, so the mix of outcomes need not match the whole.
